# Compound activity deposited in PubChem BioAssay by several laboratories.
# CAL PDZ FP-1 = inhibitors of human CAL PDZ peptide binding. Q9HD26. hit rate 0.92% among 300,000. inhibition, % at 24.9 µM. AID 602252. purified CAL PDZ, TMR-peptide fluorescence polarization, 1 h;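 active = mean inhibition of at least 30% with at least half of replicates also reaching 30%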;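 also: 0% = DMSO neutral control and 100% = excess unlabeled competitor peptide PRC23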
# CAL PDZ FP-2 = inhibitors of human CAL PDZ peptide binding; Q9HD26; purified CAL PDZ, TMR-peptide fluorescence polarization, 1 h; inhibition, % at 20 µM; hit rate 0.02% among 330,000; AID 504414;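 active = highest replicate inhibition of at least 40%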;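 also: plate controls were DMSO neutral control wells for no effect and unlabeled competitor peptide control wells for full effect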
#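 Assay system – tagged CAL PDZ protein CerCALP, purified · Timing – 1 h at RT · Compound – single point, 20 µM · Measured by – fluorescence polarization from S- and P-plane intensities, G-factor corrected · Evaluation – inhibition from polarization loss · Probe or stimulus – TMR reporter peptide T*-PRC34 · Buffer or medium – pH 7.4 phosphate-saline buffer, reducing agent, detergent, IgG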
# Keap1 Nrf2 FP = inhibitors of human Keap1-Nrf2 protein-protein interaction | Q14145 | Keap1 Kelch-Nrf2 peptide fluorescence polarization, 1536-well | inhibition, % at 9.4 µM | hit rate 0.15% among 340,000; in the data active = inhibition above about 12%;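 also: human Keap1 Kelch domain with fluorescein labeled Nrf2 9mer peptide probe; 0% = neutral control wells and 100% = peptide positive control; higher means more block of Keap1 binding to Nrf2 peptide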
# LANA DNA inh = blocks KSHV LANA C-terminal domain binding to DNA. MBP-C-LANA/FAM-LBS DNA binding, fluorescence polarization. hit rate 0.078% among 340,000. inhibition, % at 9 µM. AID 504423;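 active = highest replicate inhibition at or above 60% at 9 µM, even if other replicates fall short; inactive = all replicates below 60% inhibition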;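 also: 0% = neutral control wells and 100% = 4 µM acridine orange control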
# Rtt109 HAT inh = C. albicans Rtt109 histone acetyltransferase inhibition | hit rate 0.16% among 330,000 | inhibition, % at 34.9 µM | purified Rtt109/Vps75, ThioGlo CoA-SH fluorescence, 4 h | AID 540336;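 active = inhibition of at least 50% in every replicate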
# Target sequence (Q5AAJ8 whole entry, looked up): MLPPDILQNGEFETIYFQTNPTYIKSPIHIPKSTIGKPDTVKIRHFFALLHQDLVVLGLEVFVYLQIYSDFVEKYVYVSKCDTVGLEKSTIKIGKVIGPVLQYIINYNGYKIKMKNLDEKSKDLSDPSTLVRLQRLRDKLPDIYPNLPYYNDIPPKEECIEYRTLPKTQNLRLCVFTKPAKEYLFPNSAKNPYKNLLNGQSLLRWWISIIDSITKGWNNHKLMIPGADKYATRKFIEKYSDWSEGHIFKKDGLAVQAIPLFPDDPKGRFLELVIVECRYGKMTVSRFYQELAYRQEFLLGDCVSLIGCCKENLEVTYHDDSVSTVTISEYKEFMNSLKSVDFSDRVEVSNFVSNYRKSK
# SR-BI uptake up = enhances SR-BI lipid uptake from DiI-HDL; CHO ldlA[mSR-BI] cells, DiI-HDL uptake fluorescence, 3 h; 100 = double the neutral-control signal; activation, % at 12.5 µM; hit rate 0.096% among 320,000;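 active = mean replicate activation of at least 60% and every replicate at or above 60%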;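 also: 0% = median plate neutral-control signal and 100% = twice that signal; values of inactives mirror those of a sister screen read the other way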
#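 Test system: SR-BI-overexpressing, LDLR-lacking CHO cells; Medium: Ham's F12 with 0.5% BSA, HEPES 25 mM, pH 7.4; Schedule: 3 h, 37 °C; Technique: bottom-read fluorescence, 550/595 nm.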
# RTF Ca sens act = increases calcium sensitivity of human cardiac regulated thin filaments; P19429+P45379; hit rate 0.24% among 340,000; AID 493008; IANBD-labeled TnC RTF fluorescence at EC20 calcium; 0% EC20 calcium, 100% full calcium; activation, % at 7.2 µM;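 active = activation above the mean over all tested compounds plus 3 SD, cut at about 30% in these data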;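 also: rise in fluorescence read as greater calcium sensitivity of cardiac thin filaments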
# PKA-R2B act = PKA-R2B complex activation; P22694+P31323; AID 504700; activation, % at 11.4 µM; hit rate 0.079% among 340,000; PKA-R2B holoenzyme dissociation, Cy5-IP20 fluorescence polarization; R2B truncated from residue 108, S112A mutant; 0% DMSO only, 100% 113 µM cGMP;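 active = activation above a cutoff set at the mean over all compounds plus 3 SD, cut at about 18% in these data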;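 also: higher means more holoenzyme dissociation and a rise in polarization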
# DAGLB inh = blocks human DAGLB lipase activity; Q8NCG7; HEK293T DAGLB membrane lysate, EnzChek fluorogenic substrate; inhibition, % at 5.17 µM; hit rate 0.059% among 340,000; AID 504411; in the data active = inhibition above about 34%;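 also: 0% = enzyme with vehicle and 100% = wells lacking enzyme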
# Target sequence (Q8NCG7 whole entry, looked up): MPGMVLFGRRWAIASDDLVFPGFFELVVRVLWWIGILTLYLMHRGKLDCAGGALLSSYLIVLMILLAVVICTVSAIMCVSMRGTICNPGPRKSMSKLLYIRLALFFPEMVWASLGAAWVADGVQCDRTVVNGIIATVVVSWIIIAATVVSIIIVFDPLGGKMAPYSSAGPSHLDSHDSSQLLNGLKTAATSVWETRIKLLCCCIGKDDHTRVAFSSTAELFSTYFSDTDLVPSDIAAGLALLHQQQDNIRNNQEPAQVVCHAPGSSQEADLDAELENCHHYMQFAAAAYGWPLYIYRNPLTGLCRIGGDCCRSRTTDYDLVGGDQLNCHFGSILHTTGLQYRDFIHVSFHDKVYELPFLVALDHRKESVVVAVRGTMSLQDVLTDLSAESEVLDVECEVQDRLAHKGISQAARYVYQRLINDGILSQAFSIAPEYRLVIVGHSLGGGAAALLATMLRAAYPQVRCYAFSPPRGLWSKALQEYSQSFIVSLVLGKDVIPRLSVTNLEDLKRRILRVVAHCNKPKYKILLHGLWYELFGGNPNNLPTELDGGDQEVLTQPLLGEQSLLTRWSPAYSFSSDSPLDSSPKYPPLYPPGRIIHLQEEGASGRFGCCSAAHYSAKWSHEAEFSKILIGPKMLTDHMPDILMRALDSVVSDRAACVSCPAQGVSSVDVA
# RTF Ca sens inh = cardiac RTF calcium desensitization | P19429+P45379 | IANBD-labeled cardiac RTF, Ca2+ fluorescence | inhibition, % at 7.15 µM | hit rate 0.12% among 340,000;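 active = inhibition above the mean inhibition of all tested compounds plus 3 SD, cut at about 17% in these data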;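 also: assay run at fixed EC70 calcium of 1.6 mM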
# * = called active by the depositor; / = not tested or not shown.
mol	CAL PDZ FP-1	CAL PDZ FP-2	Keap1 Nrf2 FP	LANA DNA inh	Rtt109 HAT inh	SR-BI uptake up	RTF Ca sens act	PKA-R2B act	DAGLB inh	RTF Ca sens inh
CCOC(=O)c1c(NC(C)=O)sc2c1CCN(Cc1ccccc1)C2	/	-1.5	-7	-0.8	8	-41	12	13	1	-14
Cc1ccc(NS(=O)(=O)c2ccc(NC(=O)c3cccc(NC(=O)C(C)C)c3)cc2)cc1	-4	-1.8	-1	0.2	7	-35	-2	-12	-1	1
CN(C)CCNC(=O)c1ccc2c(c1)NC(=O)c1ccccc1S2	-2	-1.6	-2	-1.7	-2	-7	3	2	0	-4
O=C(c1ccc(F)cc1)C1CCN(C(=O)NCc2ccccc2)CC1	-9	-1.8	-6	1.1	-2	-24	8	-2	-2	-12
Cn1c(NC(=O)c2ccccc2)nc2ccccc21	0	-6.3	-2	1.2	-6	9	2	-11	3	-4
COc1ccc(CNC(=O)COC(=O)CCc2c[nH]c3ccccc23)cc1	-5	0.9	3	-2.3	1	22	2	12	-1	-13
O=C(O)c1ccc2[nH]c3c(c2c1)CSCC3	/	-2.3	-16	3.0	9	22	3	-12	1	-5
CC(OC(=O)C1CCN(c2ccc(C(F)(F)F)cn2)CC1)C(=O)c1ccccc1 (stereo not given)	-2	-0.9	-3	-1.3	0	-18	-14	-6	-7	1
CC12CCC(C(=NO)C1=O)C2(C)C (stereo not given)	-3	0.3	-2	0.9	0	23	1	-3	-2	-9
CS(=O)(=O)Nc1ccc(C(=O)NCc2ccc3c(c2)OCO3)cc1	-3	-1.9	2	-1.8	21	15	-4	-7	1	-2
CC(=O)Nc1cccc(OCc2c(F)cccc2Cl)c1	0	-1.4	1	-2.3	4	-24	7	4	-3	-1
COC(=O)C1=C(C)N(Cc2ccccc2)C(=O)N[C@H]1c1ccccc1	-2	-1.0	-2	5.0	8	21	1	3	-4	7
Cc1cc(C)n(/N=C/c2c[nH]c3ccccc23)c(=O)c1C#N	-1	1.0	-2	2.3	-1	12	-1	1	-5	1
COc1ccc(-c2nc(N)ncc2Oc2ccccc2Br)c(O)c1	7	-2.1	1	-0.2	-6	/	0	-2	0	0
COc1ccccc1CN1CC(C(=O)N(C)CCc2nc3ccc(F)cc3[nH]2)CCC1=O (stereo not given)	-5	-0.2	1	1.4	2	-8	-1	7	-4	-14
Cc1ccc(Nc2ccc(S(=O)(=O)N3CCOCC3)cc2[N+](=O)[O-])c(C)c1	0	-0.2	-4	-1.3	8	0	5	-4	12	-20
Cc1nc(NC(=O)COC(=O)CCS(=O)(=O)c2ccccc2Cl)c(Cl)cc1Cl	-2	-1.3	-2	-0.7	4	5	-1	-1	-2	-10
CCn1c(SCC(=O)N(C(C)C)C(C)C)nnc1-c1cc2ccccc2cc1O	1	-0.2	-2	-0.6	6	-10	0	3	0	-7
CCCCCCCCCCOC(=O)Cn1c(COc2cccc(C)c2)[n+](C)c2ccccc21	-10	-1.1	5	-2.6	0	24	-1	-9	5	-3
CCCN(CCO)Cc1cccc(Cl)c1	-4	-0.8	6	2.6	2	0	1	-14	0	-7
CCOc1ccc(-c2cn(-c3ccc(OC)cc3)c(SC)n2)cc1	/	0.1	-2	0.0	2	-22	-4	4	-1	1
CCc1ccccc1NC(=O)CCS(=O)(=O)c1ccc2c(c1)CCCN2C(C)=O	-11	-1.7	-7	-0.6	-6	2	2	-3	-2	4
O=C(N/N=C/c1c[nH]c2ccccc12)c1cc(-c2ccc3ccccc3c2)n[nH]1	-4	-1.8	-7	-0.1	-3	-73	-2	1	2	6
Cc1cc(C(=O)CSc2nnnn2C)c(C)n1-c1cccc(F)c1	-1	-2.2	-5	-0.6	5	-3	7	3	-3	-11
O=C(NCc1ccc2c(c1)OCO2)c1ccc(CS(=O)Cc2ccc(Cl)cc2)o1 (stereo not given)	-7	-1.5	2	-0.1	-5	/	1	-3	1	1
Cc1cccc(CSc2ccc3nnc(-c4ccccn4)n3n2)c1	-5	-1.4	-2	-0.4	1	-9	-3	-4	-1	1
COc1ccc(C(C(=O)NCc2ccc(F)cc2)N(Cc2cccnc2)C(=O)c2snc(C(N)=O)c2N)cc1 (stereo not given)	0	-0.7	-1	1.7	-3	/	-3	-26	0	4
COc1ccccc1NC(=S)NCC1CCCO1 (stereo not given)	-1	-2.0	0	-0.1	14	3	-8	-2	-4	-2
CCOc1ccc(NC2OCC(O)C(O)C2O)c([N+](=O)[O-])c1 (stereo not given)	/	0.1	2	-1.1	2	7	0	-12	1	8
N#C/C(=C/c1ccc(OCc2ccc(C(=O)O)cc2)c(Br)c1)c1cccc(F)c1	2	-1.4	-2	3.2	5	5	-2	-10	1	-9
N#Cc1ccc(S(=O)(=O)N2CCN(CC(=O)NCC3(N4CCOCC4)CCCCC3)CC2)cc1	-2	-0.1	-3	-1.5	8	10	1	1	6	-6
CCOC(=O)c1[nH]c(COC(=O)CCOc2ccccc2OC)c(C(=O)OCC)c1C	/	-0.4	-6	-0.2	1	-38	0	6	-6	-13
Cc1ccc(C(=O)N2CCc3ccccc32)o1	2	-1.2	-6	-0.7	-9	8	11	0	-3	-22
COc1cccc(C(=O)CC(=O)C(=O)Nc2cc(OC)ccc2OC)c1	19	-0.2	-5	0.2	-13	-8	7	4	4	-4
O=[N+]([O-])c1ccc(S(=O)(=O)CC2CSc3nc4ccccc4n32)cc1 (stereo not given)	-3	-0.2	-3	0.2	34	12	-3	-2	-4	-8
O=C(CCNC(=O)c1ccc([N+](=O)[O-])cc1)NCc1ccccc1	-2	-2.0	0	1.0	-4	4	3	-4	1	9
CCCC(=O)N(Cc1cc(=O)[nH]c2ccccc12)c1ccc(C)cc1	-8	-0.5	-2	-0.3	6	11	-4	-12	1	-3
CC1CC(C)CN(CC(=O)NC(c2ccccc2)c2ccccc2)C1 (stereo not given)	-3	-2.2	-2	4.1	8	6	3	-4	-3	0
CCC(=O)N1COC[C@@H]1Cc1ccccc1	/	-0.3	0	0.1	-4	16	-2	2	0	1
O=CN1Cc2[nH]c3ccccc3c2N(c2ccc(Cl)cc2)C1=O	-2	-0.2	-1	2.2	27	/	0	-19	0	-4
O=c1cc(CSc2ccccn2)[nH]c(=O)[nH]1	/	-0.7	-5	0.8	-7	35	7	-2	2	-1
O=C1Nc2cc(S(=O)(=O)N3CCCC3)ccc2N2CCCC12 (stereo not given)	-2	-0.6	-4	-1.1	0	-6	-3	-12	1	-1
O=C(OCC(=O)N1CCCC1=O)c1cccc([N+](=O)[O-])c1	-4	-0.4	2	0.6	-7	3	-4	-1	1	-7
O=C(N/N=C/c1cccnc1)c1ccc(NC(=O)c2ccc(F)cc2)cc1	-5	-2.7	0	-0.8	23	-24	3	-3	-5	-2
COc1ccc(-c2nc(CS(=O)CC(=O)NCCc3ccc(OC)c(OC)c3)c(C)o2)cc1 (stereo not given)	2	-2.9	-1	0.6	-3	-28	-1	-8	1	2
COc1ccc([C@H]2CC(=O)C=C(c3cccc(C(C)C)c3)C2)cc1OC	-5	-0.8	-6	-1.1	8	-33	-2	-11	-6	-2
CCOC(=O)C1CCCN(C(=O)c2cc(-c3ccc(C)cc3)nc3ccccc23)C1 (stereo not given)	-3	-0.8	-1	0.7	23	-38	3	-15	-9	-11
O=S(=O)(/N=C(/Nc1cccc2ccccc12)c1ccccc1)c1ccccc1	-5	-3.0	3	0.0	18	/	-4	-12	-2	-16
COc1ccc(S(=O)(=O)N(C)CC(=O)NC2CCCC2)cc1OC	/	0.1	-2	1.6	-2	19	3	-1	1	-2
O=C(c1cc2c(ccc3ccccc32)o1)N1CCCCC1	0	-1.7	-3	0.0	11	-12	-2	3	-8	4
CCCn1c(SCN2C(=O)c3ccccc3C2=O)nc2cc(Cl)ccc2c1=O	-1	-1.4	1	-1.5	-7	-12	0	3	-2	-16
CC(C)C1=C2CCCCC2NC(=O)N1 (stereo not given)	-2	-1.9	6	6.7	41	18	13	-4	1	-7
C[C@@H](C(=O)N1CCN(c2ccccc2)CC1)N1C(=O)C2CC=CCC2C1=O (stereo not given in full)	-10	0.6	-3	-2.5	-4	-2	0	-10	-5	-12
Cn1ccnc1Sc1ccc(/C=N/NC(=O)c2ccccc2O)cc1[N+](=O)[O-]	1	-0.6	-4	0.4	6	-4	-2	-11	3	-9
CC(=O)c1c(OCC(=O)O)ccc2c(C)cc(=O)oc12	-2	/	1	-2.0	2	30	-1	-9	2	0
Cc1cc(C)cc(NC(=S)NCCc2ccc(S(N)(=O)=O)cc2)c1	-2	-3.0	-7	-0.6	2	-8	-2	6	1	10
O=C(Nc1ccc(F)cc1F)N1CCN(c2ncccn2)CC1	/	0.0	1	0.2	11	40	3	-5	1	-4
CS(=O)(=O)N(CC(=O)NCCSCc1ccccc1)c1ccccc1Br	/	-0.2	-1	1.0	-15	19	-4	-7	1	-7
CC(C)c1ccc(NC(=O)C(=O)c2cn(CC(=O)N3CCCCC3)c3ccccc23)cc1	5	-1.7	0	1.9	7	-24	-4	7	-10	-4
COc1ccc(S(=O)(=O)c2c(N)n(Cc3ccco3)c3nc4ccccc4nc23)cc1	-5	-3.1	-3	3.0	-1	7	3	4	1	-27

# Next part
mol	CAL PDZ FP-1	CAL PDZ FP-2	Keap1 Nrf2 FP	LANA DNA inh	Rtt109 HAT inh	SR-BI uptake up	RTF Ca sens act	PKA-R2B act	DAGLB inh	RTF Ca sens inh
O=C(Cn1nnc(-c2ccc(CN3CCOCC3)cc2)n1)N1CCCc2ccccc21	/	-0.7	0	0.7	0	19	-1	-7	0	1
Cc1nn(C(=O)c2ccco2)c(C)c1CN1C(=O)c2ccccc2C1=O	-3	-2.5	1	0.4	10	13	-2	-4	-2	1
O=C(/C=C/c1ccc(Cl)cc1)Nc1ccc(CN2CCOCC2)cc1	-1	-5.1	-8	-0.2	-6	-36	2	4	0	-21
CCC1SC(C)C/C(=N/NC(N)=O)C1C (stereo not given)	-1	1.3	-2	-1.3	-18	24	-1	-3	-1	4

# One compound at a time (already shown). Order of values: CAL PDZ FP-1 | CAL PDZ FP-2 | Keap1 Nrf2 FP | LANA DNA inh | Rtt109 HAT inh | SR-BI uptake up | RTF Ca sens act | PKA-R2B act | DAGLB inh | RTF Ca sens inh
# Shown for O=C(/C=C/c1ccc(Cl)cc1)Nc1ccc(CN2CCOCC2)cc1 → -1 | -5.1 | -8 | -0.2 | -6 | -36 | 2 | 4 | 0 | -21
# Shown for Cc1nn(C(=O)c2ccco2)c(C)c1CN1C(=O)c2ccccc2C1=O → -3 | -2.5 | 1 | 0.4 | 10 | 13 | -2 | -4 | -2 | 1
